Source: PubChem BioAssay (The Scripps Research Institute Molecular Screening Center)
TEAD-YAP block = TEAD-YAP interaction inhibition; HEK-TIYL cells, TEAD-Gal4/YAP UAS-luciferase luminescence; inhibition, % at 9.12 µM; 640,000 tested, 1.4% active; in the data active = inhibition above about 32%;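 note: 0% = median of test compound wells and 100% = reference inhibitor wells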
MITF inh = human MITF inhibition, primary screen; inhibition, % at 2.6 µM; 650,000 tested, 0.91% active; O75030; AlphaScreen MITF homodimerization, bead proximity signal; in the data active = inhibition above about 50%;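 note: 0% = vehicle wells with protein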
Target sequence (O75030 whole entry, looked up): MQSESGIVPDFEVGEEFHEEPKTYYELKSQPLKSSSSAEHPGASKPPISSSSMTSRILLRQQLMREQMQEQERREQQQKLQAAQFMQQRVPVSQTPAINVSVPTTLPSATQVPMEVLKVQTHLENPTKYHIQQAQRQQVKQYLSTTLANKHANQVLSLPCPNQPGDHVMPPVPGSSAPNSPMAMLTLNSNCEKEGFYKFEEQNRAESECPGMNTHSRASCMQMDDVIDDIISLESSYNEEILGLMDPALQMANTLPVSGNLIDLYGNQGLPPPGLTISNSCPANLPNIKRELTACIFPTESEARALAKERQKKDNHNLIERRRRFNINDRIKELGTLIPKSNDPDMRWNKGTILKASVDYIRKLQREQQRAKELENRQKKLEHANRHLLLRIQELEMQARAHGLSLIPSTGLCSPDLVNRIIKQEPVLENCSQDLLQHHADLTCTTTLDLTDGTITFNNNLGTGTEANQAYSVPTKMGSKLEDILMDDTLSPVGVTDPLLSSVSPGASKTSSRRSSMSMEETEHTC
GPR151 ag = activates the human receptor GPR151; AID 1508602; PathHunter beta-arrestin GPR151 cells, luminescence; Q8TDV0; 650,000 tested, 1% active; activation, % at 11.2 µM; in the data active = activation above about 4.9%;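 note: 0% = median of compound wells and 100% = cells with positive control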
Target sequence (Q8TDV0 whole entry, looked up): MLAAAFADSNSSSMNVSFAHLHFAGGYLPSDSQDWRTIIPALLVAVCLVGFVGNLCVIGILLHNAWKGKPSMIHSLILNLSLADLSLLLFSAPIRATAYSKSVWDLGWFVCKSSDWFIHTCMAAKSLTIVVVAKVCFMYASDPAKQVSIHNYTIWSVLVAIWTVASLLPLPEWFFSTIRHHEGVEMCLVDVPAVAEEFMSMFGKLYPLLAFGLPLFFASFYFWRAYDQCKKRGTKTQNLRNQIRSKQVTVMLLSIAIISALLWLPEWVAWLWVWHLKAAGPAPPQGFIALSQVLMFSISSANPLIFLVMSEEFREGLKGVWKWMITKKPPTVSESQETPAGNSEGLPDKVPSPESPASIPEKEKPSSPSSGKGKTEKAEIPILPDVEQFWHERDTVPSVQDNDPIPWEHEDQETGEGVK
FBW7 activator = activators of human E3 ligase FBW7. AID 1259310. 650,000 tested, 0.13% active. AlphaScreen FBW7–phospho-cyclin E peptide binding, activator screen. normalized activity (activation), % at 26.1 µM; in the data active = normalized activity above about 1.9%;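 note: purified mutant Fbw7 with reduced substrate affinity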
* marks the source's active call; other numbers are inactive results; . = not tested or not shown.

A first look, 2 compounds:
SMILES	TEAD-YAP block	MITF inh	GPR151 ag	FBW7 activator
CC(C)CCN1CC[C@@H]2[C@H](CCCN2C(=O)CCc2ccc3c(c2)OCO3)C1	0	20	-0.7	0.7
O=C(CNS(=O)(=O)c1ccc2c(c1)OCCO2)N/N=C/c1ccccc1O	9	11	-0.1	-0.1

Results, previewed entries included:
SMILES	TEAD-YAP block	MITF inh	GPR151 ag	FBW7 activator
CC(C)CCN1CC[C@@H]2[C@H](CCCN2C(=O)CCc2ccc3c(c2)OCO3)C1	0	20	-0.7	0.7
O=C(CNS(=O)(=O)c1ccc2c(c1)OCCO2)N/N=C/c1ccccc1O	9	11	-0.1	-0.1
CN(C)S(=O)(=O)c1ccc2[nH]c3nc(SCC(=O)Nc4ccccc4C(F)(F)F)nnc3c2c1	-4	5	1.6	-0.1
Cc1[nH]c2ccc(CNS(=O)(=O)c3ccc(S(=O)(=O)N(C)C)cc3)cc2c1C	10	10	3.0	0.4
COc1ccc(NC(=O)C(C)c2ccccc2)cc1Cl (stereo unspecified)	-2	12	-1.5	0.4
Clc1cccc(-c2nnc(CN3CCN(Cc4ccccc4)CC3)o2)c1	-2	-2	0.7	0.0
Cc1cccc(NC(=O)NCc2ccccc2)c1NC(=O)NCc1ccccc1	-8	-1	0.5	-0.1
COc1ccc(NC(=O)C2=C(C)NC(=O)NC2c2ccc(OCC(=O)O)cc2)cc1 (stereo unspecified)	7	13	0.4	0.1
COc1ccc(CCNC(=O)c2cc(-c3ccc(Cl)cc3)nc3ccccc23)cc1OC	27	-11	-1.0	0.1
CCOc1ccccc1NC1=C(Cl)C(=O)N(c2ccc(OC)cc2)C1=O	13	26	-1.5	0.0
Cc1cc(C)nc(Nc2nc(C)c3cc(C)c(C)cc3n2)n1	2	3	1.6	-0.1
Cc1ccc(-c2cc(C(F)(F)F)n3nc(-c4ccc(Cl)cc4)cc3n2)cc1	-2	17	0.1	0.3
Cc1sc(NC(=O)CN(Cc2ccccc2)C(=O)Nc2ccccc2)c(C(N)=O)c1C	-1	-8	0.1	0.4
CC(=O)c1cccc(NC(=O)Cn2nnc(-c3ccc(NC(=O)c4ccco4)cc3)n2)c1	7	15	-1.5	-0.1
CCc1nc2sc3c(c2c2nnc(Cc4ccccc4)n12)CC(C)(C)OC3	11	10	1.2	-0.1
COc1ccc2cc(CNc3ccccc3)c(=O)n(CC(=O)Nc3ccc(OC)c(OC)c3)c2c1	19	-4	-1.1	-0.1
Cc1ccc(CNCc2ccc3c(c2)OCO3)cc1	-6	21	0.0	-0.3
Cc1cc(-c2nnc(NC(=O)CCc3ccccc3)o2)n(C)n1	5	3	0.2	-0.2
CSc1nnc(C2CCN(CC(=O)Nc3ccc(C(C)=O)cc3)CC2)n1C	-1	13	2.6	-0.1
COc1ccc(N2C(=O)/C(=C/c3cccnc3)SC2=S)c(OC)c1	-2	-8	2.5	0.1
COCc1cc(C)nc(SCc2ccc([N+](=O)[O-])cc2)c1C#N	-12	6	-0.6	-0.2
O=C(COc1ccccc1)NNc1ccccc1	3	8	-0.6	-0.1
Nn1cnc2c([nH]c3ccc(F)cc32)c1=O	8	25	-0.8	-0.4
Cc1c(Br)c([N+](=O)[O-])nn1CC(=O)Nc1cccnc1	-3	-5	0.7	0.1
CN(CC1CCCCN1C)C(=O)c1cc(COc2ccc(F)cc2F)on1 (stereo unspecified)	-2	2	1.6	-0.1
CCOC(=O)C(C(=O)OCC)C(=O)N1CCc2ccccc21	8	-3	-2.1	0.1
CC(=O)c1ccc(-c2cnc3c(NCc4ccc(F)cc4)nccn23)s1	5	-10	-0.1	0.2
CC(=O)Oc1ccc2cccc(OC(C)=O)c2c1-c1cccc2ccccc12	13	6	0.9	0.0
Cc1ccc(NC(=O)Cn2cnc3c(cnn3-c3cccc(C)c3C)c2=O)cc1Cl	6	-6	-0.8	-0.1
COc1ccc(CNn2c(-c3cc(OC)c(OC)c(OC)c3)nc3ccccc3c2=O)cc1	2	3	-0.5	0.3
Cc1ccc(-c2nc(CS(=O)(=O)CC(=O)N3CC(C)CC(C)C3)c(C)o2)cc1 (stereo unspecified)	10	22	-1.0	-0.1
CCN(CC)c1nc(NC2CC2)nc(N2CCN(Cc3ccc4c(c3)OCO4)CC2)n1	20	8	2.3	-0.1
O=C(Nc1nnc(-c2ccco2)o1)c1cccc(Br)c1	6	-1	-0.8	-0.1
CN(C)CC(C)(C)CNC(=O)C1CCN(Cc2cccc(Br)c2)CC1	12	58*	-0.2	1.1
Cc1[nH]c(=O)[nH]c(=O)c1/C=N\NC(=O)CCc1ccc(OC(C)C)cc1	8	5	1.1	0.0
O=C1C(Cc2c[nH]c3ccccc23)N=C2c3ccccc3N=C(SCc3cccc([N+](=O)[O-])c3)N12 (stereo unspecified)	-16	0	0.3	-0.1
COc1ccc(NS(=O)(=O)c2ccc(Oc3ncccn3)cc2)cc1	4	16	-0.9	0.1
O=C(NCc1cccnc1)c1cnc(Nc2ccc3ncccc3c2)s1	-3	-2	-1.8	-0.1
CCCOC(=O)CSc1nc(-c2ccccc2)cc(-c2ccc(Cl)cc2)c1C#N	5	9	0.6	0.0
CCCSCCCNC(=O)C1CCN(c2nnc(-n3c(C)ccc3C)s2)CC1	-6	-4	1.6	0.0
COc1cccc(-c2nc3ccccc3c(=O)n2NC(=O)Cc2ccc(Cl)cc2)c1	-2	-1	1.0	-0.1
Cc1ccc(-c2cc(C(=O)Nc3cc(C(F)(F)F)ccc3Cl)c3ccccc3n2)c(C)c1	4	-1	1.4	0.3
Cc1ccc(C)c(NC(=O)Cn2c(-c3nnc(C)o3)cc3ccccc32)c1	1	13	-0.7	0.3
Cc1cccc(-c2noc(CNC(=O)COc3ccc(C)cc3C)n2)c1	-4	-2	0.5	-0.1
COc1ccc(OC)c(NC(=O)c2sc3nc(-c4ccccc4)cn3c2C)c1	4	-7	-0.7	-0.1
CC[C@@H]1NC(=O)[C@H]2CN(C(=O)c3ccccc3)CCN2C1=O	-5	-3	-0.7	-0.1
Cc1ccc(-c2csc(NCc3ccco3)n2)cc1	-43	-6	-0.3	0.0
COc1ccc(CNc2nc(Nc3ccc(OC)cc3)nc3nc[nH]c23)cc1	-12	3	1.7	-0.1
COCCCNC(=O)c1ccc2c(c1)N(Cc1ccccc1)C(=O)CS2=O (stereo unspecified)	1	-13	0.1	0.1
CC(C)c1ccccc1OCC(=O)Nc1sc2c(c1C(N)=O)CCCC2	-5	14	0.5	0.0
Cc1n[nH]c(C)c1CNC(=O)c1ccc(CN2CCCC(c3ccccc3)CC2)[nH]c1=O (stereo unspecified)	5	12	0.8	1.1
COc1ccc2c(c1)CCc1c(C(=O)NCCCN3CCOCC3)noc1-2	10	5	0.2	-0.2
C=CCN1CCN(C(CCCC)c2nnnn2CC2CCCO2)CC1 (stereo unspecified)	0	18	-0.3	-0.1
NNC(=O)c1ccc(COc2ccc([N+](=O)[O-])cc2)o1	-1	3	1.1	0.1
CC1CN(c2nc3c(c(=O)[nH]2)CCN(Cc2cc(F)ccc2F)C3)CC(C)O1 (stereo unspecified)	-7	-4	0.2	0.0
CC1c2cccn2CCN1S(=O)(=O)c1ccc(F)c(Cl)c1 (stereo unspecified)	-3	18	0.1	0.1
COc1ccc([N+](=O)[O-])cc1NC(=O)c1sc2nc3n(c(=O)c2c1C)CCCCC3	-3	-3	0.7	0.1
CC(C)N(C(=O)CN1C(=O)N2CCN=C2c2ccccc21)C(C)C	3	5	-0.7	1.3
CCCS(=O)(=O)N1CCN(Cc2ccc(OCC)cc2)CC1	1	41	0.2	0.1
O=C(Cn1cc([N+](=O)[O-])cn1)Nc1ccc(-c2noc(-c3cccnc3)n2)cc1	-2	1	-0.4	0.9

Going on with the list:
SMILES	TEAD-YAP block	MITF inh	GPR151 ag	FBW7 activator
Cc1ccc(C)c(Nc2nc(-c3ccncc3)cs2)c1	-15	17	0.2	0.0
COc1ccc(N2CCN(C(=O)CSCc3ccccc3Cl)CC2)cc1	-11	0	1.5	-0.5
Nc1ccc(N2CCN(C(=O)c3cccs3)CC2)cc1	2	3	0.9	0.9
CCN(CC)S(=O)(=O)c1ccc(C(=O)OCc2c(C)noc2C)cc1	1	6	0.2	0.0
CCOc1cc(CN2CCc3c(nc(N4CCCCC4)[nH]c3=O)C2)ccc1OC	-2	-5	2.2	-0.1
O=c1oc2c(CN3CCOCC3)c(O)ccc2cc1-c1ccc(Cl)cc1	-9	-3	-0.1	0.9
COc1cc(/C=C2\NC(=O)N(Cc3ccc(Cl)cc3)C2=O)cc(Cl)c1OCc1cccc(C(=O)O)c1	4	8	-0.2	-0.1
COC(=O)c1cccc(N2C(=O)C3CC=CCC3C2=O)c1 (stereo unspecified)	2	20	-1.7	0.1
CC(=O)c1cc(CC(=O)N2CCc3c([nH]c4ccccc34)C2c2ccccn2)cs1 (stereo unspecified)	11	13	0.1	0.0
Cc1c(C(=O)N2CCCC2)oc2ccc(S(=O)(=O)N3CCC4(CC3)OCCO4)cc12	-5	0	-0.2	-0.1
NS(=O)(=O)c1ccc(CCNC(=O)CCCn2c(SCc3ccc(F)cc3)nc3ccsc3c2=O)cc1	19	7	1.6	0.0
C=C(C)Cn1c(SCC(=O)NCc2ccccc2)nc2sc3c(c2c1=O)CCC3	5	3	-0.7	-0.2
COc1cc(/C=C2/C(=O)NC(=S)N(c3ccc(C)cc3)C2=O)cc(OC)c1OC	4	22	1.2	0.5
COc1cccc(OC)c1C(=O)NCc1nc(-c2ccccc2)no1	11	7	4.6	1.1
CC(C)(C)c1ccc(CNC(=O)C2CCCN2S(=O)(=O)c2ccccc2)cc1 (stereo unspecified)	12	13	0.6	0.5
COC(=O)C1=C(C(=O)OC)[C@@H]2N(C)c3ccccc3[C@@]23C[C@@H](C(=O)OC)N(C(=O)c2ccc(Br)cc2)C3=N1	.	-27	0.8	-0.1
O=C(OCC(=O)c1c[nH]c2ccccc12)c1cccs1	6	-9	3.5	0.5
COCCN(CCOC)Cc1c(O)ccc2c3c(c(=O)oc12)CCC3	4	2	0.3	0.1
CCOC(=O)C1=C(C)N=c2s/c(=C\c3cc(Br)c(OC)cc3OC)c(=O)n2C1c1ccc(N(C)C)cc1 (stereo unspecified)	-4	-5	3.5	-0.2
CCCNC(=O)CCNC(=O)c1ccc(OC)c(OC)c1	22	1	0.6	0.2
COc1cccc(C(=O)NC2CCN(CC(=O)Nc3cccc(C)c3C)CC2)c1	4	15	2.5	0.0
O=C(Cc1ccccc1)NNC1=NS(=O)(=O)c2ccccc21	-9	13	-1.6	0.8
CCCCOc1ccc(S(=O)(=O)N2CCCCCC2)cc1	-7	-11	-0.9	0.1
CC1(c2ccccc2)NC(=O)N(CC(=O)c2ccc(Br)cc2)C1=O (stereo unspecified)	3	-8	0.5	-0.2
O=[N+]([O-])c1ccc(CSCCc2ccccn2)cc1	-52	70*	-0.2	0.0
CC1CCN(Cc2nnnn2C2CCCCC2)CC1	6	5	2.2	0.1
CCOC(=O)COc1ccc(S(=O)(=O)Nc2c(C)cccc2CC)cc1	0	9	-1.2	0.8
CCOc1ccc(Cl)cc1S(=O)(=O)N1CCCCC1	-5	-16	-1.7	-0.4
CCS(=O)(=O)C1=NSC2=NC(=O)/C(=C\c3ccc(C)o3)C(=N)N21	-1	8	-0.2	-0.2
COc1ccc(C=O)cc1Cn1cnc([N+](=O)[O-])n1	8	0	5.5*	0.0

Reprinted from the part before: 3 entries, then new ones.
SMILES	TEAD-YAP block	MITF inh	GPR151 ag	FBW7 activator
CCOc1ccc(Cl)cc1S(=O)(=O)N1CCCCC1	-5	-16	-1.7	-0.4
CCS(=O)(=O)C1=NSC2=NC(=O)/C(=C\c3ccc(C)o3)C(=N)N21	-1	8	-0.2	-0.2
COc1ccc(C=O)cc1Cn1cnc([N+](=O)[O-])n1	8	0	5.5*	0.0
CCOc1cc(C(=O)Nc2sccc2C(=O)N2CCOCC2)cc(OCC)c1OCC	20	3	0.6	1.0
O=C(Nc1ccc(Oc2ccccc2)cc1)c1ccc(-c2ccccc2)cc1	-6	-1	-1.2	-0.1
CC(=O)N(CN1C(=O)c2ccc(Br)cc2C1=O)c1ccccc1	4	2	1.6	0.0
COc1cc(C=O)c(Br)cc1OC1CCCC1	6	-2	-0.4	0.0
COc1ccc(C2C(C#N)=C(N)N(c3ccccc3)C3=C2C(=O)CC(C)(C)C3)cc1CN1CCOCC1 (stereo unspecified)	11	-6	0.7	0.1
O=[N+]([O-])c1ccccc1OCC(O)CNCC1OCCc2ccccc21 (stereo unspecified)	-1	-3	-0.1	-0.1
O=C1CC(N2CCN(Cc3ccc(Cl)cc3)CC2)C(=O)N1c1ccc(Cl)cc1 (stereo unspecified)	2	-3	0.8	-0.1
NC(=O)NCC(=O)N1CCc2c([nH]c3ccccc23)C1c1cccc(C(F)(F)F)c1 (stereo unspecified)	-2	0	1.2	0.3
COc1ccc(/C=C/C(=O)Nc2c(C)cccc2C)cc1OC	-20	-4	0.0	0.0
COc1ccc(C2C(C#N)=C(N)N(c3cccc(C)c3)C3=C2C(=O)CCC3)cc1OC (stereo unspecified)	4	12	-0.6	-0.1

3 compounds out of the list, arranged by count of non-hydrogen atoms, smallest number first.
SMILES	TEAD-YAP block	MITF inh	GPR151 ag	FBW7 activator
COc1cc(C=O)c(Br)cc1OC1CCCC1	6	-2	-0.4	0.0
COc1ccc(/C=C/C(=O)Nc2c(C)cccc2C)cc1OC	-20	-4	0.0	0.0
CCOc1cc(C(=O)Nc2sccc2C(=O)N2CCOCC2)cc(OCC)c1OCC	20	3	0.6	1.0
